A3G deaminase: APOBEC3G (human) deaminase inhibition. Q9HC16. recombinant A3G, ssDNA deamination FAM/TAMRA fluorescence. inhibition, % at 20 µM. actives 0.28% (n = 330,000). AID 493012;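 active = inhibition of at least 40% at 20 µM, with no more than 30% in the related APOBEC3A deaminase screen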;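 note: plate controls were DMSO wells with A3G for no effect and wells lacking A3G enzyme for full effect; some compounds called inactive have numbers as strong as hits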
Target sequence (Q9HC16 whole entry, looked up): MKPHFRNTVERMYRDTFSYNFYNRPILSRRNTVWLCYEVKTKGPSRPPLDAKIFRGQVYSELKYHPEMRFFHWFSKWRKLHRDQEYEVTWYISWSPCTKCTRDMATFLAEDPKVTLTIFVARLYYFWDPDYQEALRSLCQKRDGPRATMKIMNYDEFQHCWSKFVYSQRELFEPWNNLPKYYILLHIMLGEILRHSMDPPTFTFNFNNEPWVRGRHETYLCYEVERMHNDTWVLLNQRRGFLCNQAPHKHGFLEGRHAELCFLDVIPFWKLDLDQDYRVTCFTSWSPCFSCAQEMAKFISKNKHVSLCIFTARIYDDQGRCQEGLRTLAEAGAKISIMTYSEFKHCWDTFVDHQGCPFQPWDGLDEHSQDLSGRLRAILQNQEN
tim10-1 inh: growth inhibitors of tim10-1 mutant yeast; S. cerevisiae tim10-1 ts strain growth, BacTiter-Glo, 24 h; actives 2.2% (n = 330,000); inhibition, % at 20 µM;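 active = inhibition of at least 40%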;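 note: mutant grown at 25 °C; 0% = DMSO wells with yeast and 100% = wells holding no yeast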
MIN6 prolif: MIN6 beta-cell proliferation induction | MIN6 cells proliferation, ATPlite luminescence, 48 h; cells starved in 0.2% serum; 100% = growth in 10% serum | proliferation, % at 10 µM | actives 0.29% (n = 330,000) | AID 2380;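 active = compounds whose signal lies at least 3.5 SD above the mean of all wells on their plate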;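 note: 0% = DMSO-treated cells in low-serum medium and 100% = 10% serum control; some compounds called inactive have numbers as strong as hits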
NALP3 yeast inh: blocks the NALP3 inflammasome reconstituted in yeast; inhibition, % at 10 µM; Yeast reconstituted NLRP3/ASC/caspase-1, beta-gal luminescence, 24 h; actives 0.39% (n = 330,000); AID 2825;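 active = inhibition of 50% or more; inactive = inhibition below 50%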;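 note: plate controls were induced DMSO wells for no effect and uninduced yeast grown without galactose for full effect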
hIAP inh: human IAP inhibition. actives 0.12% (n = 330,000). P09923. purified IAP, CDP-Star luminescence, 30 min. AID 2544. inhibition, % at 10 µM;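 active = inhibition reaching a set limit with compound at 10 µM in the primary screen, cut at about 35% in these data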;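 note: plate controls were DMSO wells with enzyme for no effect and no-enzyme buffer wells for full effect; values of inactives mirror those of a sister screen read the other way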
A3A deaminase: blocks human APOBEC3A ssDNA deamination | actives 0.41% (n = 330,000) | recombinant A3A, FAM/TAMRA ssDNA deamination fluorescence | inhibition, % at 20 µM | P31941;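 active = at least 40% inhibition at 20 µM here, with at most 30% in a related deaminase screen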;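 note: plate controls were A3A with DMSO for no effect and wells lacking A3A enzyme for full effect; some results filed as inactive read as strong as hits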
Target sequence (P31941 whole entry, looked up): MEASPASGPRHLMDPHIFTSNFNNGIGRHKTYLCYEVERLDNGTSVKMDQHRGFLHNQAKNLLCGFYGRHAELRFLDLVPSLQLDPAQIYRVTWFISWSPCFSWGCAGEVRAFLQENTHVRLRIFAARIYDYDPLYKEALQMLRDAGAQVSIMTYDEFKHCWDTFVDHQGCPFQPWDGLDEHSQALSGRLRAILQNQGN
TIM10 inh: growth inhibitors of TIM10 yeast strain; S. cerevisiae TIM10 strain growth, BacTiter-Glo luminescence, 24 h; inhibition, % at 10 µM; actives 1.4% (n = 330,000); AID 463195;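 active = inhibition of 40% or more at the single tested concentration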;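 note: wild-type TIM10 isogenic control strain grown at permissive 25 °C; 0% = DMSO yeast wells and 100% = minimal medium wells without yeast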
mIAP inh: blocks mouse intestinal alkaline phosphatase. purified mouse IAP, CDP-Star luminescence, 30 min. inhibition, % at 10 µM. actives 0.2% (n = 330,000);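 active = inhibition of at least 40% at 10 µM in the primary screen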;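 note: plate controls were DMSO with enzyme for no effect and no enzyme wells for full effect; values of inactives mirror those of a sister screen read the other way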
mIAP activ: increases mouse intestinal alkaline phosphatase activity. muIAP, CDP-Star luminescence, 30 min; hits give high values; 1 = vehicle-only enzyme signal, 0 = enzyme-free wells. actives 0.24% (n = 330,000). activation factor at 10 µM;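 active = activation factor of at least 2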; note: the source names both 10 and 20 µM as test concentration; values of inactives mirror those of a sister screen read the other way
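also added = chemiluminescent substrate CDP-Star | test system = mouse IAP enzyme | signal = chemiluminescence readout | compound = DMSO-dissolved test compounds | incubation = 30 min at room temperature | benchmarks = DMSO wells, no-enzyme wells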
Active calls of the source: *.

SMILES	A3G deaminase	tim10-1 inh	MIN6 prolif	NALP3 yeast inh	hIAP inh	A3A deaminase	TIM10 inh	mIAP inh	mIAP activ
COc1ccc(Cl)cc1N(CC(=O)NCCSCc1ccccc1)S(C)(=O)=O	4	4	-2	4	-5	5	-1	-2	1
CCOc1ccc(NC(=O)CN(C)CC(=O)NC(C)c2ccccc2)cc1OCC (stereo not drawn)	-7	13	2	4	-23	3	-1	-6	1.1
Cc1nn(C(C)C(=O)N/N=C/c2ccc(N(C)C)cc2)c(C)c1[N+](=O)[O-] (stereo not drawn)	-4	7	-1	8	12	-3	-1	2	0.98
O=C(Nc1ccc2c(c1)oc1ccccc12)c1ccc(Br)o1	-7	-12	-3	22	-42	-6	28	-2	1
O=C(CN1C(=O)NC(c2ccccc2)(c2ccccc2)C1=O)NC1CCCCC1	-9	6	-3	18	-6	-5	0	-9	1.1
CNC(=O)c1ccc(-c2ccc(F)cc2)s1	0	8	-2	46	5	2	9	2	0.98
Cc1ccc(/C(C#N)=C\c2ccc(N3CCOCC3)o2)cc1	16	36	-4	42	-13	1	14	-3	1
C/C(=N\NC(=O)CNC(=O)c1cccnc1)c1cccc(O)c1	-8	4	-1	4	-7	-3	3	10	0.9
N#Cc1c(NC(=O)CSc2nnc(-c3ccccc3O)n2-c2ccccc2)sc2c1CCCC2	-5	27	-2	7	21	-4	18	4	0.96
CCN(C(=O)CCCCC(=O)N(CC)c1ccccc1)c1ccccc1	3	19	1	-3	2	2	28	1	0.99
COc1ccc(Cc2nnc(SC)[nH]c2=O)cc1	-3	6	-3	8	0	4	-3	-3	1
CCOC(=O)c1c(C)nc2sc3c(=O)n(-c4ccc(C(C)=O)cc4)nnc3c2c1-c1ccc(Cl)cc1	2	-3	-3	9	11	1	8	7	0.93
O=C(CCn1c(=O)[nH]c2ccsc2c1=O)N1CC(=O)N(CCc2ccccc2)C(=O)C1	-2	17	1	4	-3	-2	-9	4	0.96
CCn1cc(C(=O)NCc2cccc(C(F)(F)F)c2)c(=O)c2ccc(C)nc21	-1	20	-2	17	24	2	6	2	0.98
COCCN(C(=O)CCN1C(=O)C2CC=CCC2C1=O)c1c(N)n(CC(C)C)c(=O)[nH]c1=O (stereo not drawn)	-1	-10	0	9	14	-2	13	-2	1
Cc1ccccc1CCN1CCCC(CN(C)C(=O)C(=O)c2ccco2)C1 (stereo not drawn)	-5	-2	-2	9	-14	2	8	-3	1
CCOc1ccc(C2Sc3ccccc3NC3=C2C(=O)OC3)cc1 (stereo not drawn)	-4	15	-2	-3	4	0	2	0	1
O=P(O)(c1ccc(Cl)cc1)c1ccc(Cl)cc1	-2	10	0	-5	-1	4	-4	9	0.91
COc1cc(C)c(Br)cc1S(=O)(=O)NCc1ccncc1	-5	4	1	3	2	0	-9	-3	1
CC(C)=CCOc1ccc2c(C)c(CC(=O)N3C[C@H]4C[C@@H](C3)c3cccc(=O)n3C4)c(=O)oc2c1C	-5	7	-1	6	3	4	7	10	0.9
COc1ccc(NC(=O)c2c(Cl)n(C)c3ccccc23)cc1	-9	4	0	27	1	-6	8	3	0.97
CCOc1ccccc1C(=O)Oc1ccc2ccc(=O)oc2c1	-1	5	-1	5	28	-3	32	-3	1
Cc1c(-c2nn(C)c(=O)c3ccccc23)oc2ccc(F)cc2c1=O	-4	21	-1	12	-6	-3	31	3	0.97
Oc1c(I)cc(Cl)c2cccnc12	6	67*	-8	59*	-37	26	56*	9	0.91
CNS(=O)(=O)c1cc(Nc2ncnc3sccc23)ccc1C	-3	1	-1	-4	-10	1	2	0	1
CN(C(=O)c1ccoc1)c1ccc2ccccc2c1	-5	1	2	0	0	-3	0	11	0.89
CN1CCc2c(sc3c2c(=O)n(-c2ccccc2)c2nnc(SCc4ccccc4)n32)C1	13	12	-2	7	13	-1	14	6	0.94
CC(C)(C)OC(=O)CNC(=O)c1[nH]cnc1C(=O)N[C@@H](Cc1ccccc1)C(=O)OC(C)(C)C	-8	17	-5	-5	-35	2	24	13	0.87
COc1ccc(C(=O)NN2CCOCC2)cc1	-2	-24	7	-2	-10	-1	-3	4	0.96
Cc1[nH]c2ccccc2c1C(=O)CSC(=S)N1CCN(C)CC1	13	17	0	24	4	1	-13	-8	1.1
CCOc1ccc2ccccc2c1C1NC(=S)N(C)C(C)=C1C(=O)OC (stereo not drawn)	-4	21	4	2	-1	-2	21	-3	1
O=S(=O)(O/N=C1\CCCc2ccccc21)c1ccc(Cl)cc1	-3	14	0	1	4	0	0	-4	1
Cc1ccc(-n2nc3c(c2NC(=O)C(C)(C)C)CS(=O)(=O)C3)cc1	1	8	-1	16	11	-1	1	0	1
COc1ccccc1CNC(=O)C1CCC(CNS(=O)(=O)c2cccs2)CC1 (stereo not drawn)	-8	-23	0	10	-2	3	-3	-1	1
Cc1cc(C)cc(N2C(=O)C3CC=CCC3C2=O)c1 (stereo not drawn)	-7	-1	1	11	-24	-3	-3	2	0.98
COc1ccc(CNC(=O)CN(Cc2ccco2)C(=O)CNS(=O)(=O)c2ccccc2)cc1	-5	-8	-1	14	-7	-1	-9	-1	1
CCNC(=S)N1CCN(CC(=O)Nc2ccc(OC)cc2)CC1	1	-12	0	23	14	1	5	-2	1
O=C(O)C1C(c2ccccc2)C(C(=O)Oc2ccccc2)C1c1ccccc1 (stereo not drawn)	-5	12	-2	2	-8	-2	-12	2	0.98
COc1ccc(Cn2c(=O)[nH]c3cc(C(=O)N4CCN(c5ccccn5)CC4)ccc3c2=O)cc1	-5	1	2	2	6	-4	3	10	0.9
Cc1cc(C)n(-c2nc3c(c(=O)n(C)c(=O)n3C)n2C)n1	-5	4	-4	5	-16	-1	-21	-1	1

A different layout for some results above:
smiles | A3G deaminase | tim10-1 inh | MIN6 prolif | NALP3 yeast inh | hIAP inh | A3A deaminase | TIM10 inh | mIAP inh | mIAP activ
Cc1nn(C(C)C(=O)N/N=C/c2ccc(N(C)C)cc2)c(C)c1[N+](=O)[O-] (stereo not drawn) | -4 | 7 | -1 | 8 | 12 | -3 | -1 | 2 | 0.98
CNC(=O)c1ccc(-c2ccc(F)cc2)s1 | 0 | 8 | -2 | 46 | 5 | 2 | 9 | 2 | 0.98
CCOc1ccc(NC(=O)CN(C)CC(=O)NC(C)c2ccccc2)cc1OCC (stereo not drawn) | -7 | 13 | 2 | 4 | -23 | 3 | -1 | -6 | 1.1

Next section.
SMILES	A3G deaminase	tim10-1 inh	MIN6 prolif	NALP3 yeast inh	hIAP inh	A3A deaminase	TIM10 inh	mIAP inh	mIAP activ
CCCC(C)c1nnc(NC(=O)CCS(=O)(=O)Cc2ccccc2)s1 (stereo not drawn)	12	-14	-4	18	11	-3	10	5	0.95
COc1cccc(OC)c1C(=O)NC(=S)Nc1ccc(N2CCOCC2)c(Cl)c1	-4	-16	7	-2	5	-2	-37	2	0.98
Cc1ccc2c(c1)c1c(c(=O)n(-c3ccccc3C)c(=O)n1CC(=O)NCC1CCCO1)n2C (stereo not drawn)	-3	2	10	16	-7	-1	9	-7	1.1
CCCCOC(=O)Nc1nnc(/C=C/c2ccc(OC)cc2)s1	-2	21	-2	15	-37	-1	16	-7	1.1
CC(C)CCNC(=O)c1ccc(-c2ccccc2)cc1	-7	15	-3	52*	2	-4	13	-3	1
COc1ccc(C2=NOC(Cn3nc(C(=O)NCc4cccc(C(F)(F)F)c4)cc3-c3ccccc3)C2)cc1 (stereo not drawn)	-10	-37	-5	15	5	-3	-21	-24	1.2
Cc1oc(-c2ccccc2F)nc1CS(=O)(=O)CC(=O)N1CCc2ccccc21	-5	-4	1	3	2	1	-6	-1	1
O=C(NCCc1ccccc1Cl)C1CCN(S(=O)(=O)c2cccs2)CC1	-3	10	-2	7	-7	3	7	-17	1.2
Cn1c(=NC(=O)C2CC2)sc2cc(F)cc(F)c21	-1	13	-1	16	5	1	-5	8	0.92
CCC(C)Nc1nc(Cl)nc(NCCOc2ccccc2)n1 (stereo not drawn)	-6	30	-2	18	14	-4	14	4	0.96
COc1cccc(C(=O)Nc2nc(-c3ccncc3)cs2)c1	-7	22	-3	27	-18	1	5	2	0.98
O=C(NCc1ccco1)C1CCCN1C(=O)Nc1ccccc1[N+](=O)[O-] (stereo not drawn)	-5	-14	0	1	-9	-1	11	1	0.99
O=C(COc1ccc(C(=O)c2ccccc2)cc1)Nc1ncccc1O	-8	19	-4	5	-58	-2	3	6	0.94
COCCN(Cc1cc2cc(C)cc(C)c2nc1Cl)C(=O)Nc1ccccc1	5	25	-4	18	2	-2	10	5	0.95
CC1=C(C(=O)N2CCOCC2)C(c2c(C)cc(C)cc2C)NC(=S)N1 (stereo not drawn)	-6	-1	-2	-1	13	-4	1	4	0.95
COc1ccccc1NC(=O)CSc1nnc(-c2ccc(C)cc2)o1	-7	-4	-5	0	0	-3	8	10	0.9
COc1ccccc1-c1ocnc1C(=O)N1CCN(C(=O)C(c2ccccc2)c2ccccc2)CC1	-3	21	0	8	1	-6	1	-14	1.1
O=C(Nc1cccc(-n2cnnn2)c1)c1cnccc1Cl	-7	10	0	2	0	-6	9	-2	1
CC(=O)Nc1ccc2nc(NC(=O)COc3ccc(C)cc3)sc2c1	-11	8	2	2	13	2	18	-3	1
COc1ccc(N2CCN(S(=O)(=O)CCNC(=O)COc3ccc(Cl)cc3)CC2)cc1	-6	19	-1	-3	7	-2	2	4	0.96
CN1C(=O)/C(=C/c2cccc(Cl)c2)Sc2ccc(C(=O)NCc3cccnc3)cc21	-1	2	-5	5	13	9	-6	9	0.91
CN1C(=O)C(CC(=O)O)S/C1=N\N=C\c1ccc(O)cc1O (stereo not drawn)	-3	-12	-1	-2	9	-4	0	-1	1
COc1ccc(CCNC(=O)c2cc(S(=O)(=O)N3CCCCC3)ccc2Cl)cc1	9	16	0	13	11	4	-10	-10	1.1
Cc1ccc(C(=O)Nc2ccn(Cc3ccc(F)cc3)n2)o1	-7	-1	0	19	-2	-2	15	6	0.94
CC(C)(Cc1ccc(O)cc1)NC(=O)CC(=O)N=Nc1c(O)[nH]c2cc(Br)ccc12	-1	6	2	19	-34	0	2	16	0.84
CC(=O)Nc1ccc(NC(=O)C2CCCN2C(=O)Nc2ccccc2[N+](=O)[O-])cc1 (stereo not drawn)	14	-8	1	2	-7	-1	15	2	0.97
COc1ccc(C(=O)NCc2nnc(SCC(=O)N3CCc4ccccc43)o2)cc1OC	0	8	-2	8	-6	1	-10	-3	1
COc1cc(NS(=O)(=O)c2ccc(N/C=C\C(=O)c3ccc(F)cc3)cc2)nc(OC)n1	-7	20	-2	9	2	-3	7	5	0.95
CCC(=O)Oc1ccc(C2N(C(=O)CC)CCN2S(=O)(=O)c2ccc(C)cc2)cc1OC (stereo not drawn)	-3	22	1	-10	-6	2	10	1	0.99
CNCc1ccccc1Sc1cc(O)ccc1O	7	51*	0	18	6	0	36	23	0.77
COc1ccc2nc(SCC(=O)NCC3CCCO3)c(C#N)cc2c1 (stereo not drawn)	-3	3	0	11	-9	1	-6	2	0.98
CC(=O)NC(=S)c1c(N)n(Cc2ccccc2)c(=O)n(C)c1=O	-5	-15	-3	8	-14	-5	-17	4	0.96
COc1ccc(S(=O)(=O)N2CCC(C(=O)NCc3ccccn3)CC2)cc1OC	-6	3	1	-7	13	-7	6	-3	1
Cn1c(=O)[nH]c(=O)c2c1nc(Br)n2CC(O)COCc1ccccc1 (stereo not drawn)	-4	-21	0	4	-2	-1	-20	-5	1
COc1ccc(N(C)S(=O)(=O)c2cccc(C(=O)Nc3cccc(C(=O)NC4CC4)c3)c2)cc1	-6	4	-1	17	10	1	10	3	0.97

Screening results: PubChem BioAssay, Sanford-Burnham Center for Chemical Genomics
